From PubChem
Glioma ERSR ind: qHTS for Inducers of the Endoplasmic Reticulum Stress Response (ERSR) in Human Glioma: qHTS; U87-MG GRP78 promoter luciferase reporter, 16 h; Potency, µM, for the others: at the highest dose activation, usual class: activators; 420,000 compounds, 0.02% hits; note: potency is the fitted concentration of half-maximal effect; series mostly up to about 76 µM; % of control where 0% means no effect; nearly all actives have a fitted effect of over 35% in size
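Stably transfected U87-MG glioma cells carrying a GRP78-based luciferase sensor; 16 h compound incubation. Luminescence end-point read 10 min after Bright-Glo addition at room temperature.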
ERG-DNA inh: qHTS for Small Molecule Inhibitors of the ERG Ets/DNA interaction. Transcriptional regulator ERG (Homo sapiens), P11308. fluorescence polarization, His-ERG Ets domain / labelled DNA. Potency, µM (titrated, usually from 76.9 µM), without a hit: top-dose FP activity, negative = inhibition, most hits filed as inhibitors. 370,000 compounds, 0.028% hits; active = well fitted inhibition curve with a large enough effect in the polarisation, with a control signal flat; inconclusive = small, poorly fitted or top-dose-only effect, or effect the other way, or a change in a side signal; inactive = no such curve, though single readings can be large or run the other way; the % refers to the polarisation;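 note: polarization taken with two DNA probes labelled with fluorescein and Texas red; potency is the fitted concentration of half-maximal effect; % of control where 0% means no effect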
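His-tagged ERG Ets domain (1 uM in the protein solution; 300mM KCl, 50mM Tris-HCl, 1mM EDTA, 1mM DTT, pH 7.5) received compound, then a probe mix of 5 nM fluorescein-DNA and 100nM Texas-615-DNA. Fluorescence polarization was read for both dyes.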
D2 antagonist: HTS Assay for Allosteric Antagonists of the Human D2 Dopamine Receptor: Primary Screen for Antagonists | D(2) dopamine receptor (Homo sapiens), P14416 | HEK293 TREx D2 cells, calcium flux, dopamine EC80 | inhibition, % at 10 µM | 340,000 compounds, 2% hits; in the data active = inhibition above about 30%; note: 0% is about no effect
Target sequence (P14416 whole entry, looked up): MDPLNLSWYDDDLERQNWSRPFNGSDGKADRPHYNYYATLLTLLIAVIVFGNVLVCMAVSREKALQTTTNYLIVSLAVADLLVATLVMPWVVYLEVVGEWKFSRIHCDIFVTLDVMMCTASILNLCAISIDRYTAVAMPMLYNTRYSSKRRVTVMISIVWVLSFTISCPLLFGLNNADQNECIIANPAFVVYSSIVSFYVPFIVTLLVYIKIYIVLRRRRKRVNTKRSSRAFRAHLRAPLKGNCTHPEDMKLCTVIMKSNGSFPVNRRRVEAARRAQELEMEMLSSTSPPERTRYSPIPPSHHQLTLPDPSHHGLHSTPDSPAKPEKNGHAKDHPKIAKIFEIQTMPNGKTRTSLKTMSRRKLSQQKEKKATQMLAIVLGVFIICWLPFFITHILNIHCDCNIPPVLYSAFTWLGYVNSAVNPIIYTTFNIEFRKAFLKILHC
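Dopamine at EC80 is the agonist stimulus; test compounds precede it by 180 s. Calcium flux read kinetically in a force-coupled, inducible HEK293 T-REx D2 cell line.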
LDHA inh: qHTS assay for inhibitors of human lactate dehydrogenase. L-lactate dehydrogenase A chain (Homo sapiens), P00338. 480,000 compounds, 0.15% hits. activity change, % (values are at about 110 or 230 µM). purified LDHA, NADH/diaphorase-resazurin fluorescence; active compounds read low; in the data active = activity change below about -30%; inconclusive = mostly about -25% to -30%;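 note: plate controls were DMSO wells for no effect and wells without enzyme for full effect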
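Enzyme activity of human lactate dehydrogenase 5 (2 nM; 0.06 mM NADH, 0.2 mM pyruvate, 5 min, RT) is measured via a resazurin/diaphorase fluorescence readout of residual NADH.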
Vif-APOBEC3F blk: qHTS for Inhibitors of Vif-A3F Interactions: qHTS; Potency, µM (doses to about 46.1 µM), without a hit: at the top dose activity, negative = active; 390,000 compounds, 0.2% hits; HeLa A3F-eYFP + Vif (tagged APOBEC3F with the HIV-1 protein that degrades it), YFP fluorescence increase; note: potency is the fitted concentration of half-maximal effect; % of control where 0% means no effect; nearly all actives have a fitted effect of over 65% in size
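HeLa cells stably expressing Vif plus C-terminally eYFP-tagged A3F were seeded, incubated overnight at 37 deg C, dosed with compound, incubated overnight again at 37 deg C. Yellow fluorescence (Ex 488/Em 500-530) reported blocked Vif-mediated A3F-eYFP degradation.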
D2 ag: HTS Assay for Allosteric Agonists of the Human D2 Dopamine Receptor: Primary Screen for Agonists; activation, % at 2 µM; 340,000 compounds, 0.53% hits; D(2) dopamine receptor (Homo sapiens), P14416; HEK293 T-REx D2 cells, calcium flux agonist mode;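 active = activation over 3 SD above normal in the single-dose calcium agonist read, cut at about 30% in these data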; note: 0% is about no effect
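HEK293 Trex D2 cells, tetracycline-induced, o/n 30 C 5% CO2; no-wash Ca dye, RT 30–90 min; 10-cycle baseline, 23 nl cpd added, kinetic Ca read 180 s; agonist hits = positive Ca response.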
12-LOX inh: Primary qHTS assay for inhibitors of human arachidonate 12S-lipoxygenase (ALOX12): Round 2. Polyunsaturated fatty acid lipoxygenase ALOX12 (Homo sapiens), P18054. purified 12hLO, xylenol orange hydroperoxide absorbance. Potency, µM (doses to about 108 µM), for inactives: at the top dose activity change, negative = inhibition, hits mostly inhibitors. 580,000 compounds, 1.1% hits. AID 1671190, 2021; note: potency is the fitted concentration of half-maximal effect; % is set by controls: 0 for no effect and ±100 for the full control effect
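Purified human 12hLO (150 nM final) in 25 mM Hepes, 0.01% Triton X-100, pH 7.0 was preincubated 15 min at room temperature with compound. Then 40 uM arachidonic acid was added, 30 min. Hydroperoxide was read by Fe-XO absorbance ratio 573/405 nm.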
RGS4 inh: Inhibitors of Regulator of G Protein Signaling (RGS) 4: qHTS | 390,000 compounds, 0.039% hits | Transcreener GDP fluorescence polarization, RGS4-accelerated GTP hydrolysis | Potency, µM (top dose mostly 114 µM), for inactives: at the highest dose activity change, negative = inhibition, hits mostly inhibitors | Regulator of G-protein signaling 4 (Homo sapiens), P49798; note: potency is the fitted concentration of half-maximal effect; % is set by controls: 0 for no effect and ±100 for the full control effect; nearly all actives have a fitted effect of over 75% in size; some results filed as inactive show a strong effect at the top dose
Target sequence (P49798 whole entry, looked up): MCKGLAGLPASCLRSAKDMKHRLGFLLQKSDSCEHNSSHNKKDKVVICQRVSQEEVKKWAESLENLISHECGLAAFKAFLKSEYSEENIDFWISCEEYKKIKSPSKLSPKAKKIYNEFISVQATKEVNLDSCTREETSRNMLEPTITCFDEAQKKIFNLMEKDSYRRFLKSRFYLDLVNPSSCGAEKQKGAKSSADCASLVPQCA
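MLSMR compounds (23 nl, pin-transferred) preincubated 10 min at room temperature with a 500nM (2x) first reagent, then RGS4 at 900nM (2x) plus Transcreener GDP mix added; fluorescence polarization (620/688 nm) read before and after 90 min at 30 °C.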
Vif-APOBEC3G blk: qHTS for Inhibitors of Vif-A3G Interactions: qHTS | 410,000 compounds, 0.076% hits | HeLa A3G-eYFP + Vif (tagged APOBEC3G with the HIV-1 protein that degrades it), YFP fluorescence, overnight | Potency, µM (doses to about 46.1 µM), inactives show at the highest dose activity, negative = active, hits mostly inhibitors | DNA dC->dU-editing enzyme APOBEC-3G (Homo sapiens), Q9HC16;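 note: potency is the fitted concentration of half-maximal effect; % is set by controls: 0 for no effect and ±100 for the full control effect; nearly all actives have a fitted effect of over 60% in size; hits raise eYFP signal because A3G escapes Vif-driven loss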
Target sequence (Q9HC16 whole entry, looked up): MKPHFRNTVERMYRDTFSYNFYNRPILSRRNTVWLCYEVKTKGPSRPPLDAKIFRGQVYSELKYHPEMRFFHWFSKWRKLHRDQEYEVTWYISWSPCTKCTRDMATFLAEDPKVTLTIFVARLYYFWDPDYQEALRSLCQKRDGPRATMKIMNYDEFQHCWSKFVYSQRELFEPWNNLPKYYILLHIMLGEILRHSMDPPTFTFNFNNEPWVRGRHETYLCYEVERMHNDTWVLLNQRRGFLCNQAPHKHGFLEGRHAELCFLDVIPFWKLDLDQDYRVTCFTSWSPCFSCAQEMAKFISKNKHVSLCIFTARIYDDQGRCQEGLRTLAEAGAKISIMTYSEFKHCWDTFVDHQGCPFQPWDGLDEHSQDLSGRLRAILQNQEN
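HeLa cells stably expressing Vif and C-terminally eYFP-tagged A3G, seeded overnight at 37 deg C, then exposed to compound by pintool overnight at 37 deg C. Rise in yellow fluorescence (Ex 488/Em 500-530, Acumen) marks blocked Vif-driven A3G degradation.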
* hit, by the source's call; ? = inconclusive; · = no result given; & = joins results of further samples; [ ] = remark or other dose. Unless noted, calls come from the whole dose curve; as a rule, active = well fitted curve in the direction sought with a large enough effect; inconclusive = small, poorly fitted or top-dose-only effect, or another doubt; inactive = no such curve, though single readings can be large; an effect the other way counts as inactive or inconclusive. The list is partial; the hit share may differ from the screen's.

SMILES | Glioma ERSR ind | ERG-DNA inh | D2 antagonist | LDHA inh | Vif-APOBEC3F blk | D2 ag | 12-LOX inh | RGS4 inh | Vif-APOBEC3G blk
Cc1ccccc1Nc1c(-c2cccc(N(C)C)c2)nc2ccc(Br)cn12 | -2% | -1% | · | 2 | 4% | -3.1 | -15% | 5% | -5%
CC(C)(C)OC(=O)C1=C(CO)CS[C@@H]2[C@H](NC(=O)Cc3ccccc3)C(=O)N12 | 0% | 2% | · | 0 | -5% | · | ? | -25% | -3%
CCN(C(=O)CSc1nc2ccccc2n1Cc1ccc(F)cc1Cl)c1ccccc1 | -1% | 1% | · | -2 | 1% | 1.3 | -14% | -13% | 2%
COc1ccc(-c2cc(C(F)(F)F)nc(SCCC(=O)Nc3cc(C)ccc3O)n2)cc1 | -3% | -15% | · | 1 | -5% | -0.6 | -17% | -6% | -36%
CCC(C)NC(=S)Nc1ccc2nc(N3CCN(CC)CC3)cc(C)c2c1 (stereo not drawn) | 1% | 2% | 3 | -1 | 0% | -0.7 | -22% | 27% | -16%
CCOC(=O)Cc1cnc(NC(=O)c2ccccc2)s1 | 5% | -1% | · | -5 | 7% | · | -2%[57.4 µM] | 11% | 1%
CCn1nc(C)c(CN2CCC(Oc3ccc(C(=O)N4CCCC4)cc3)CC2)c1C | -3% | 6% | -1 | -2 | 0% | 0.5 | -21% | 18% | 2%
CC1CCCN(C(=O)c2ccc3c(=O)n(C4CCCC4)c(=S)[nH]c3c2)C1 (stereo not drawn) | -1% | 3% | 3 | -8 | 5% | -0.7 | -29% | -16% | 2%
O=C(O)CC(C(=O)O)C(=Cc1ccccc1)c1ccccc1 (stereo not drawn) | -1% | · | · | -2 | 7% | · | -29% | · | 1%
Cc1c(C(=O)OCC(=O)Nc2ccc3c(c2)OCO3)cccc1[N+](=O)[O-] | -2% | -4% | 0 | -5 | -6% | 0.2 | -13% | 28% | -3%
CCC(=O)Nc1cccc(C2=NOC3(C2)C[C@H](C(N)=O)N(C(=O)CC#N)C3)c1 (stereo partly drawn) | -5% | -29% | · | -3 | 7% | · | -5% | -7% | 6%
C(=C\c1ccccc1)/C=N/Nc1nc2ccccc2s1 | 3% | -7% | · | -2 | 3% | 0.7 | 11% | -5% | 1%
COc1ccccc1NC(=O)C(=O)NCC(c1ccc2c(c1)OCO2)N1CCOCC1 (stereo not drawn) | 0% | 2% | · | 0 | 2% | · | 2% | 4% | 1%
Cc1ccc(NC(=O)CSCC(=O)N(C)CCOc2ccc(Cl)cc2)cc1 | -2% | 0% | -5 | -1 | -2% | 0.4 | 6% | -12% | 1%
Cc1ccc(CNC(=O)c2ccc(CNS(=O)(=O)c3ccc4c(c3)C(C)(C)C(=O)N4C)cc2)o1 | -1% | -1% | 7 | -9 | 2% | -0.6 | 5% | -25% | 0%
COc1ccc(OC)c(CN(CCCN2CCOCC2)C(=O)Nc2ccccc2)c1 | 0% | 0% | 17 | -6 | -10% | -1.0 | -20% | 9% | 2%
COc1ccc(-c2cc(=O)oc3cc(OCC(=O)NCCN4CCOCC4)ccc23)cc1 | -5% | -1% | -9 | -4&9 | -1% | 0.9 | -3%&-47% | 1%[56.9 µM] | 2%
CN(C)Cc1ccccc1Sc1ccc2c(c1)CCCC2 | -2% | 12% | · | -19 | -6% | · | ? | -7% | -14%
Cc1cc(C)c(C#N)c(SCC(=O)Nc2nnc(-c3ccccc3)s2)n1 | -5% | -8% | -3 | -16 | 8% | 0.6 | 41%[activator] | 13% | -6%
O=C(COc1ccccc1)Nc1nc(-c2ccc(S(=O)(=O)N3CCOCC3)cc2)cs1 | -1% | -10% | 2 | -11 | -10% | 0.9 | -8% | ? | 1%
Cc1ccc(S(=O)(=O)N2CCN(C(=O)COC(=O)CSc3cc(C)ccc3C)CC2)c(C)c1 | 1% | 15% | -7 | -4 | 2% | 0.5 | 100%[activator] | -26% | 2%
CC(C)=CCC/C(C)=C/CNC(=O)C[C@H]1C[C@H](C(=O)N2CCCCC2)[C@@]2(CCc3ccccc3)c3[nH]c4ccc(Cl)cc4c3CCN2C1=O | -1% | -15% | · | 1 | 7% | · | 27% | -14% | 2%
COc1ccccc1CNC(=O)CCS(=O)(=O)c1cccc2nonc12 | -1% | -5% | -5 | 3 | 0% | 0.9 | 28% | -25% | 1%
CCOC(=O)N1CCC(C(N)=O)CC1 | -3% | 1% | -22 | -1 | 1% | 0.4 | 100%[activator][57.4 µM] | -15% | 1%
Cc1ccc(CN2CCN(Cc3ccc(OCCO)cc3)CC2CCO)o1 (stereo not drawn) | -7% | 4% | 7 | -3 | 6% | -1.7 | -22% | 6% | 1%
COc1ccccc1CNC(=O)/C=C/c1cc2c(cc1Br)OCO2 | -2% | 5% | -10 | -8 | -1% | -1.8 | 9% | 22% | 1%
CN1CCN(c2nc3cc(C(F)(F)F)ccc3n3cccc23)CC1 | -2%&-3%&-2%&-4% | -7% | · | -5 | -6% | · | ? | 11%[56.9 µM] | -4%
CC1(C)CC2(CCCN(CC(O)(c3ccccc3)c3ccccc3)C2)CCO1 (stereo not drawn) | -2% | -10% | -7 | 4 | -19% | -0.8 | 0% | 10% | 7%
COc1ccc(Nc2nnc(-c3ccc(C)c(S(=O)(=O)N4CCN(C)CC4)c3)c3ccccc23)cc1 | ? | 0% | · | -6 | -14% | 3.6 | ? | 0% | -9%
CC(C)(C)c1csc(SCC(=O)Nc2ccc(Cl)cn2)n1 | -2% | 4% | 26 | 9 | 0% | -2.0 | 0% | 15% | -11%
Cc1nnc(NCc2ccco2)c2ccccc12 | -4% | -1% | · | -5 | · | · | -2% | 27% | 1%
CC(=O)c1ccc(NS(=O)(=O)c2cccc3cccnc23)cc1 | -4% | · | · | -5 | 0% | · | 1% | · | 4%
COc1ccc(CCNC(=O)CN(C)S(=O)(=O)c2ccc(OC)cc2)cc1 | 0% | 6% | 1 | -9 | 4% | -0.9 | -15% | 15% | 1%
CC(Cc1n[nH]c(=S)n1N)c1ccccc1 (stereo not drawn) | 1% | 4% | 14 | -2 | -5% | -0.4 | 0% | -30% | -2%
COc1ccc(S(=O)(=O)n2nc(-c3ccc(Cl)cc3)cc2N)cc1OC | -1% | 5% | -2 | 0 | -2% | -0.4 | -15% | -16% | 5%
O=C(Nc1ccc2oc(-c3ccncc3)nc2c1)c1ccc(Br)o1 | 0% | -6% | -17 | 1 | 1% | 0.4 | -27% | -16% | 0%
O=C(NC(=S)NC1CC1)c1cccnc1 | -2% | 2% | 2 | -15 | -1% | 0.3 | 8% | 26% | 3%
Cc1ccc2c(=O)c(C(=O)c3cccc(Cl)c3)cn(CC(=O)NCc3ccc(F)cc3)c2n1 | 1% | 2% | · | 0 | ? | -1.0 | -3% | -9% | 0%
Cn1c(Cc2ccccc2)nnc1SCC(=O)N1CCN(c2ccccc2)CC1 | -4% | -9% | 7 | -5 | 2% | 0.6 | ? | -22% | 1%
CSCCC(=O)N1CCCC(CNC(=O)c2ccc(-c3ccccc3)cc2)C1 (stereo not drawn) | 2% | 18% | -11 | 1 | ? | 0.5 | 0% | -7% | 3%
O=C(CSc1nc2c([nH]c3ccccc32)c(=O)n1-c1ccccc1)N1CCCCC1 | -2% | -1% | · | 2 | -1% | 0.0 | -1% | -4% | -4%
O=c1oc2cc(Br)ccc2n1CSC1=NCCS1 | -4% | -7% | 3 | -4 | -3% | -0.9 | 0% | ? | -11%
COc1ccc(/C=C/C(=O)N2CCN(c3ccccn3)CC2)cc1OC | -1% | 2% | -11 | -2 | 9% | 16 | -36% | -13% | -10%
CC(C)CC(NS(=O)(=O)c1ccc2c(c1)oc(=O)n2C)C(=O)NCCc1ccc(Cl)cc1 (stereo not drawn) | -2% | 1% | · | -6 | -12% | 1.0 | 0% | 9% | 0%
CCc1nnc(SCc2nc(-c3ccccc3F)oc2C)c2cc3sccc3n12 | -4% | -2% | · | -2 | 2% | 0.1 | -10% | 6% | 7%
Clc1ccc(-c2nc3ccc(Br)cn3c2Cc2ccccc2)cc1 | 3% | · | · | 2 | -6% | · | ? | · | -12%
Cc1ccc(CCNC(c2ccc(F)cc2)c2nnc(-c3ccccc3Cl)o2)cc1 (stereo not drawn) | -1% | -1% | · | -2 | 1% | 1.0 | 4% | -13% | 1%
Cc1nc2ccc(Br)cn2c1C(=O)N/N=C\c1ccc(C(C)C)cc1 | -2% | -9% | 0 | -5 | 0% | 0.1 | 10% | 17% | -17%
